HT1080 IDH1KD tx: toxicity to HT-1080 IDH1 knockdown cells (counter line) | HT-1080 IDH1 knockdown viability, ATP luminescence, 48 h | Potency, µM (doses to about 46.1 µM), inactives show at the top dose activity, negative = toxicity, most hits filed as cytotoxic | 360,000 tested, 2% active | AID 686971;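 note: potency is the fitted concentration of half-maximal effect; 0% = DMSO wells and -100% = cell-free medium wells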
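HT-1080-IDH1KD cells (IDH1 knocked down), 750/well in RPMI with 5% FBS, treated with compound 48 h at 37 degrees C. Viability by CellTiter-Glo luminescence, normalised to DMSO and no-cell wells; concentration-response curves classed.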
HT1080-NT tox: kills 2HG-producing HT-1080-NT fibrosarcoma cells; 360,000 tested, 1.6% active; Potency, µM (doses to about 46.1 µM), for the others: top-dose activity, negative = less viability, hits mostly cytotoxic; HT-1080-NT fibrosarcoma viability, CellTiter-Glo ATP luminescence, 48 h;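 note: NT is the 2HG producing partner of a matched IDH1 knockdown line; potency is the fitted concentration of half-maximal effect; 0% = DMSO-treated cells and -100% = media-only wells without cells; nearly all actives have a fitted effect of over 55% in size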
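Read-out is CellTiter-Glo luminescence after 10 minutes at room temperature, following 48 hours' compound treatment of HT-1080-NT cells (750 cells/well, RPMI, 5% FBS, 37 degrees C).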
DRD3 agonist: activates the human D3 dopamine receptor | max activation, % | 410,000 tested, 0.58% active | P35462 | D3R DiscoveRx beta-arrestin cells, luminescence, 90 min | AID 652048; in the data active = max activation above about 30%; note: 0% is about no effect; mostly tested at two doses, the higher about 12 µM
Target sequence (P35462 whole entry, looked up): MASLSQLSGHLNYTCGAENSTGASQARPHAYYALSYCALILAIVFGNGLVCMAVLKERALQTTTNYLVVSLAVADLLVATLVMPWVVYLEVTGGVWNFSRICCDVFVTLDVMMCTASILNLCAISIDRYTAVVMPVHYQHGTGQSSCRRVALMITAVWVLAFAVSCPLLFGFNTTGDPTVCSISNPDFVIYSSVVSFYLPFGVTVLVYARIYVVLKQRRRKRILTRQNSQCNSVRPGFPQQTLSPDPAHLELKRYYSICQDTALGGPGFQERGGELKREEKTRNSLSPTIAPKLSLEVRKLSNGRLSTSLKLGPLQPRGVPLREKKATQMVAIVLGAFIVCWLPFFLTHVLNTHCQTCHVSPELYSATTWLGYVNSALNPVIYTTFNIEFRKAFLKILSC
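Agonist mode: compounds and dopamine controls were applied to plated cells for 90 min at 37 degrees C after an overnight attachment at 1500 cells/well. Luminescent read-out followed 30 - 60 minutes at room temperature with DiscoveRx detection reagent.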
SW480 rereplic: DNA re-replication induction in SW480 cells. SW480 DNA re-replication, Hoechst DNA content imaging, 48 h. Potency, µM (top dose mostly 46.1 µM), for the others: top-dose re-replication activation, actives largely listed as activators. 340,000 tested, 1.8% active; note: potency is the fitted concentration of half-maximal effect; % of control where 0% means no effect; nearly all actives have a fitted effect of over 55% in size
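Hoechst fluorescence of nuclei (405 nm excitation, 500-530 nm emission) measured by plate-scanning imager after 48 hr compound exposure at 37 C; re-replication scored as increased number of nuclei with elevated intensity.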
KB-3-1 tox: KB-3-1 parental cell cytotoxicity; KB-3-1 viability, CellTiter-Glo ATP luminescence, 72 h; 400,000 tested, 1.4% active; Potency, µM (doses to about 46.1 µM), without a hit: at the highest dose activity change, negative = cytotoxic, actives largely listed as cytotoxic; note: potency is the fitted concentration of half-maximal effect; % is set by controls: 0 for no effect and ±100 for the full control effect; nearly all actives have a fitted effect of over 60% in size
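Viability of parental KB-3-1 cells, measured by CellTiter-Glo luminescence, followed a 72 h incubation at 37 °C with pinned compounds in phenol-red-free DMEM containing 10% FBS.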
KB-V1 cytotox: kills drug-selected multidrug resistant KB-V1 cells; Potency, µM (top dose mostly 46.1 µM), for the others: top-dose activity change, negative = cytotoxicity, hits mostly cytotoxic; KB-V1 MDR cells viability, CellTiter-Glo, 72 h; 400,000 tested, 3.4% active; note: potency is the fitted concentration of half-maximal effect; % is set by controls: 0 for no effect and ±100 for the full control effect; nearly all actives have a fitted effect of over 60% in size
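qHTS viability screen in drug-selected KB-V1 MDR cells: 72 h compound treatment at 37 degrees C, ATP luminescence end point.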
IL-1B inflam inh: blocks inflammasome-driven IL-1 beta release; 360,000 tested, 4.7% active; activity change, % at 57.5 µM; THP-1 LPS/ATP IL-1B secretion, AlphaLISA, 16 h; active compounds read low; AID 743279; in the data active = activity change below about -50%; inconclusive = mostly about -30% to -49%; note: % is set by controls: 0 for no effect and ±100 for the full control effect
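THP-1 cells pretreated 1 hr with compounds (up to 57.5 uM final), then stimulated with LPS (250 ng/mL final) plus ATP (1.25 mM final); secreted IL-1B measured by AlphaLISA after 16 hr, decreased signal indicating inhibition.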
GLP-1R agonist: activates the human GLP-1 receptor. P43220. HEK293 GLP-1R CRE-luciferase, luminescence, 4-6 h; cells express a hypersensitive GLP-1R form. Potency, µM (highest dose often 45.6 µM), for inactives: at the top dose activation, actives largely listed as activators. 380,000 tested, 0.007% active. AID 624172; note: potency is the fitted concentration of half-maximal effect; % of control where 0% means no effect
Target sequence (P43220 whole entry, looked up): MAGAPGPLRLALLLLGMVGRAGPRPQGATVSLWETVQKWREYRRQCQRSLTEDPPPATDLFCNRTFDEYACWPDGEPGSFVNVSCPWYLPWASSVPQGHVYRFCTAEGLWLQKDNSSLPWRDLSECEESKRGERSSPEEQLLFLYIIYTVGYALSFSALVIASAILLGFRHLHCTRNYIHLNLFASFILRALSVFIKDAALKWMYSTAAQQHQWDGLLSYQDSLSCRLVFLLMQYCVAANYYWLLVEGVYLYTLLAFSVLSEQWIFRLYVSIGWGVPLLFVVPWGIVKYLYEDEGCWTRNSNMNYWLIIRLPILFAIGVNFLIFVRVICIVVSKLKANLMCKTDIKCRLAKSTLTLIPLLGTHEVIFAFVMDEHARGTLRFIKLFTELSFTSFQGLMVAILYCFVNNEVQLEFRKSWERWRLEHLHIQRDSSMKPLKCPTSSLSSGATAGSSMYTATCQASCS
D3 antag: blocks the human D3 dopamine receptor. P35462. D3R cells, DiscoveRx beta-arrestin luminescence, antagonist mode; active compounds read low. max response, negative = inhibition, %. 360,000 tested, 2.5% active. AID 652054; in the data active = max response below about -50%; inconclusive = no clear call, values can overlap the other calls; note: % is set by controls: 0 for no effect and ±100 for the full control effect; mostly tested at two doses, the higher about 12 µM
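Cells expressing the human receptor were seeded at 1500 cells/well, incubated overnight at 37 degrees C in 5% CO2, then exposed to library compounds with dopamine controls for 90 minutes at 37 degrees C before luminescent detection.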
* = called active by the depositor; [ ] = another dose, or the depositor's remark. Unless noted, calls come from the whole dose curve; as a rule, active = well fitted curve in the direction sought with a large enough effect; inconclusive = small, poorly fitted or top-dose-only effect, or another doubt; inactive = no such curve, though single readings can be large; an effect the other way counts as inactive or inconclusive.

Screening O=C(c1ccc2oc(CCCc3ccccc3)nc2c1)N1CCCC1 returned HT1080 IDH1KD tx 9%, HT1080-NT tox 8%, DRD3 agonist -1, SW480 rereplic 0%, KB-3-1 tox -11%, KB-V1 cytotox inconclusive, IL-1B inflam inh -4, GLP-1R agonist 2% and D3 antag 8.
`COC(=O)CCC(=O)Nc1ccc(OC)cc1` gave HT1080 IDH1KD tx 11%, HT1080-NT tox 11%, DRD3 agonist 4, SW480 rereplic -3%, KB-3-1 tox 22%, KB-V1 cytotox inconclusive, IL-1B inflam inh 15, GLP-1R agonist -4% and D3 antag -2.
For CC(Oc1ccc2ccccc2c1)C(=O)NNC(=O)Nc1ccccc1 (configuration not stated) the results were HT1080 IDH1KD tx 2%, HT1080-NT tox -5%, DRD3 agonist -33, SW480 rereplic 0%, KB-3-1 tox -16%, KB-V1 cytotox -6%, IL-1B inflam inh 0, GLP-1R agonist -4% and D3 antag -20.
`CCN(CC(=O)Nc1ccc2c(c1)OCCO2)C(=O)c1ccc(C)c(S(=O)(=O)N2CCOCC2)c1` gave HT1080 IDH1KD tx -1%, HT1080-NT tox 2%, DRD3 agonist 4, SW480 rereplic 0%, KB-3-1 tox 3%, KB-V1 cytotox -17%, IL-1B inflam inh -3, GLP-1R agonist 0% and D3 antag 2.
For CCOC(=O)N1CCN(C(=O)C(CC(C)C)NS(=O)(=O)c2ccc3c(c2)oc(=O)n3C)CC1 (configuration not stated) the results were HT1080 IDH1KD tx 17%, HT1080-NT tox 2%, DRD3 agonist 7, SW480 rereplic -5%, KB-3-1 tox 0%, KB-V1 cytotox -20%, IL-1B inflam inh -9, GLP-1R agonist 2% and D3 antag 16.
`CCCCCc1nnc(NC(=O)CS(=O)(=O)Cc2ccccc2)s1` gave HT1080 IDH1KD tx -5%, HT1080-NT tox 3%, DRD3 agonist 6, SW480 rereplic -4%, KB-3-1 tox 1%, KB-V1 cytotox inconclusive, IL-1B inflam inh 7, GLP-1R agonist -9% and D3 antag 27.
COc1ccccc1-c1noc(-c2ccccc2C(=O)Nc2cccnc2)n1 was read as HT1080 IDH1KD tx -3%, HT1080-NT tox -7%, DRD3 agonist 2, SW480 rereplic 1%, KB-3-1 tox -2%, KB-V1 cytotox 10µM*, IL-1B inflam inh 25, GLP-1R agonist 2% and D3 antag 4.
For CC(C)(C)c1ccc(C(=O)CCC(=O)OCC(=O)NCCc2ccc(S(N)(=O)=O)cc2)cc1 the results were HT1080 IDH1KD tx 29%, HT1080-NT tox 4%, DRD3 agonist 3, SW480 rereplic -3%, KB-3-1 tox 2%, KB-V1 cytotox -10%, IL-1B inflam inh -5, GLP-1R agonist 15% and D3 antag 1.
Cc1ccc(NS(=O)(=O)c2cccc(C(=O)NNC(=O)c3ccco3)c2)c(C)c1 was read as HT1080 IDH1KD tx -6%, HT1080-NT tox -2%, DRD3 agonist -10, SW480 rereplic -1%, KB-3-1 tox -8%, KB-V1 cytotox -16%, IL-1B inflam inh -7, GLP-1R agonist 3% and D3 antag -19.
Nc1nncn1C(=O)c1cccs1 was read as HT1080 IDH1KD tx -1%, HT1080-NT tox -2%, DRD3 agonist -2, SW480 rereplic 0%, KB-3-1 tox 14%, KB-V1 cytotox 14%, IL-1B inflam inh 0, GLP-1R agonist 2% and D3 antag 0.
`CC(=O)C[C@H](O)CC(=O)[C@H]1OC(=O)[C@H](C)CCCCc2ccccc21` gave HT1080 IDH1KD tx 2%, HT1080-NT tox 2%, DRD3 agonist 12, SW480 rereplic 6%, KB-3-1 tox 0%, KB-V1 cytotox -1%, IL-1B inflam inh 9, GLP-1R agonist -3% and D3 antag 0.
Screening CS(=O)(=O)N(CC(=O)Nc1ccc(F)c(F)c1)c1cccc([N+](=O)[O-])c1 returned HT1080 IDH1KD tx 0%, HT1080-NT tox 5%, DRD3 agonist 1, SW480 rereplic 2%, KB-3-1 tox 14%, KB-V1 cytotox inconclusive, IL-1B inflam inh inconclusive, GLP-1R agonist -2% and D3 antag -21.
`O=C(NCCCn1ccnc1)c1[nH]c(C(F)(F)F)nc1-c1ccccc1` gave HT1080 IDH1KD tx 28%, HT1080-NT tox 20%, DRD3 agonist 6, KB-3-1 tox 0%, KB-V1 cytotox 14%, IL-1B inflam inh -4, GLP-1R agonist -1% and D3 antag -2.
CCC(C(=O)N1CCc2cc(OC)c(OC)cc2C1)c1ccccc1 (configuration not stated) was read as HT1080 IDH1KD tx -3%, HT1080-NT tox 1%, DRD3 agonist 1, SW480 rereplic inconclusive, KB-3-1 tox -3%, KB-V1 cytotox 0%, IL-1B inflam inh inconclusive, GLP-1R agonist inconclusive and D3 antag -8.
`OC(CN1CCCCC1)Cn1c(C(F)(F)F)nc2ccccc21` (configuration not stated) gave HT1080 IDH1KD tx 16%, HT1080-NT tox 14%, DRD3 agonist -2, SW480 rereplic 1%, KB-3-1 tox -2%, KB-V1 cytotox 7%, IL-1B inflam inh 8, GLP-1R agonist -3% and D3 antag 5.
For Cc1ccccc1/C=N/Nc1nc2ccccc2[nH]1 the results were HT1080 IDH1KD tx -14%, HT1080-NT tox -20%, DRD3 agonist -3, SW480 rereplic 1%, KB-3-1 tox 1%, KB-V1 cytotox -7%, IL-1B inflam inh -68*, GLP-1R agonist 13% and D3 antag 5.
`COc1ccc(NC(=O)c2cccnc2N2CCOCC2)cc1` gave HT1080 IDH1KD tx 9%, HT1080-NT tox 11%, DRD3 agonist 2, SW480 rereplic -77%[inhibitor], KB-3-1 tox -1%, KB-V1 cytotox -19%, IL-1B inflam inh -3, GLP-1R agonist -1% and D3 antag -4.
COC(C(=O)N1CCC(CCC(=O)Nc2ccccc2)CC1)c1ccccc1 (configuration not stated) was read as HT1080 IDH1KD tx -9%, HT1080-NT tox -5%, DRD3 agonist -6, SW480 rereplic 9%, IL-1B inflam inh 12, GLP-1R agonist -11% and D3 antag -5.
COc1ccc2nc(SCC(=O)Nc3ccc(S(=O)(=O)Nc4onc(C)c4C)cc3)[nH]c2c1 was read as HT1080 IDH1KD tx 1%, HT1080-NT tox 2%, DRD3 agonist -8, SW480 rereplic -2%, KB-3-1 tox 16%, KB-V1 cytotox -4%, IL-1B inflam inh -12, GLP-1R agonist -5% and D3 antag -2.
For O=C(CSc1ccccc1)Nc1ccc(-c2nc3ccccc3[nH]2)cc1 the results were HT1080 IDH1KD tx inconclusive, HT1080-NT tox 13µM*, DRD3 agonist 2, SW480 rereplic -2%, KB-3-1 tox 21µM*, KB-V1 cytotox inconclusive, IL-1B inflam inh 2, GLP-1R agonist -1% and D3 antag -3.
For COC(=O)c1sccc1NC(=O)CSc1ccccc1NS(=O)(=O)c1ccc(F)cc1 the results were HT1080 IDH1KD tx -9%, HT1080-NT tox -5%, DRD3 agonist 2, SW480 rereplic 9%, KB-3-1 tox -14%, KB-V1 cytotox inconclusive, IL-1B inflam inh 18, GLP-1R agonist 1% and D3 antag inconclusive.
For CC12CC3CC1C(C(=O)O2)C3C(=O)O (configuration not stated) the results were HT1080 IDH1KD tx 1%, HT1080-NT tox -6%, DRD3 agonist 3, SW480 rereplic 5%, KB-3-1 tox -1%, KB-V1 cytotox 0%, IL-1B inflam inh 21, GLP-1R agonist 3% and D3 antag 1.
CSCCC(NC(=O)OC(C)(C)C)C(=O)NC(CC(C)C)C(N)=O (configuration not stated) was read as HT1080 IDH1KD tx 2%, HT1080-NT tox -1%, DRD3 agonist 0, SW480 rereplic 9%, KB-3-1 tox -1%, KB-V1 cytotox -4%, IL-1B inflam inh 2, GLP-1R agonist -5% and D3 antag -24.
For CCN(CC)S(=O)(=O)c1cccc(C(=O)NC(C(=O)NCCc2ccccn2)C(C)C)c1 (configuration not stated) the results were HT1080 IDH1KD tx 0%, HT1080-NT tox -8%, DRD3 agonist -13, SW480 rereplic 3%, KB-3-1 tox -2%, KB-V1 cytotox -5%, IL-1B inflam inh 24, GLP-1R agonist 1% and D3 antag 7.
`FC(F)(F)C1=CC(c2ccc(Br)cc2)=NCCN1` gave HT1080 IDH1KD tx -2%, HT1080-NT tox -5%, DRD3 agonist -4, SW480 rereplic 1%, KB-3-1 tox -5%, KB-V1 cytotox inconclusive, IL-1B inflam inh -20, GLP-1R agonist 6% and D3 antag -13.
Screening O=S1(=O)C=C(N2CCOCC2)c2ccccc21 returned HT1080 IDH1KD tx 6%, HT1080-NT tox 11%, DRD3 agonist -1, SW480 rereplic 12%, KB-3-1 tox 6%, KB-V1 cytotox 0%, IL-1B inflam inh 3, GLP-1R agonist -2% and D3 antag -15.
`CC1(C)Cc2c(C#N)c(NCc3ccco3)nc(-c3ccco3)c2CO1` gave HT1080 IDH1KD tx -27%, HT1080-NT tox -23%, DRD3 agonist 1, SW480 rereplic inconclusive, KB-3-1 tox -1%, KB-V1 cytotox -4%, IL-1B inflam inh 3, GLP-1R agonist -2% and D3 antag 29.
For Cc1onc(-c2ccccc2Cl)c1C(=O)N1CCCCCC1 the results were HT1080 IDH1KD tx -8%, HT1080-NT tox 15%, DRD3 agonist -2, SW480 rereplic -8%, KB-3-1 tox -1%, KB-V1 cytotox -15%, IL-1B inflam inh 4, GLP-1R agonist 10% and D3 antag -2.

Looked up by structure from above:
Screening O=S1(=O)C=C(N2CCOCC2)c2ccccc21 returned HT1080 IDH1KD tx 6%, HT1080-NT tox 11%, DRD3 agonist -1, SW480 rereplic 12%, KB-3-1 tox 6%, KB-V1 cytotox 0%, IL-1B inflam inh 3, GLP-1R agonist -2% and D3 antag -15.
`CC1(C)Cc2c(C#N)c(NCc3ccco3)nc(-c3ccco3)c2CO1` gave HT1080 IDH1KD tx -27%, HT1080-NT tox -23%, DRD3 agonist 1, SW480 rereplic inconclusive, KB-3-1 tox -1%, KB-V1 cytotox -4%, IL-1B inflam inh 3, GLP-1R agonist -2% and D3 antag 29.

Assay outcomes deposited in PubChem BioAssay by National Center for Advancing Translational Sciences (NCATS).
